Source: PubChem
MITF act: MITF TRPM1 promoter activation in melanoma cells | SK-MEL-5 TRPM1-promoter luciferase, 24 h; % of positive control, neutral wells = 0 | AID 588334 | activation, % at 12.5 µM | actives 0.75% (n = 300,000);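 active means mean activation of at least 80% with every replicate also reaching 80%; inconclusive means mean reaches 80% but some replicate falls short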;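 further: 0% = neutral control wells and 100% = parthenolide positive control wells; values of inactives mirror those of a sister screen read the other way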
dFosB act: mouse delta FosB homodimer activation; P13346; purified delta FosB, TAMRA-CDK5 oligo fluorescence polarization; percent of positive-control signal above neutral wells; activation, % at 25 µM; actives 0.99% (n = 340,000);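 active means mean activation above about 17%, with every replicate also reaching it, limit read from the data, passing the limit was not always enough; inconclusive means only one of the two conditions met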;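 further: fluorescence polarization rise as delta FosB binds a TAMRA Cdk5 AP-1 oligo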
Target sequence (P13346 whole entry, looked up): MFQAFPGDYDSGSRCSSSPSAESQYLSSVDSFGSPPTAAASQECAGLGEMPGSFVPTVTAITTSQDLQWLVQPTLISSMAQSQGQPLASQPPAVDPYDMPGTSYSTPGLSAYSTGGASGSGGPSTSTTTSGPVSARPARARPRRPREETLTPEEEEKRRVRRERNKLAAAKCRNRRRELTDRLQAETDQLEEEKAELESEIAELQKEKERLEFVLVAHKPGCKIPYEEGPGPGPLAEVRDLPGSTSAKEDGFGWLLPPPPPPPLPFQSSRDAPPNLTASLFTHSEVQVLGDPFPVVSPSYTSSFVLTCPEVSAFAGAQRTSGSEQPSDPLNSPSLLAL
Rtt109 HAT inh: blocks Candida albicans Rtt109/Vps75 acetyltransferase activity; purified Rtt109/Vps75, ThioGlo CoA-SH fluorescence, 4 h; inhibition, % at 34.9 µM; actives 0.16% (n = 330,000); Q5AAJ8;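 active means inhibition of at least 50% in every replicate; inconclusive means best replicate reaches 50% inhibition but some replicates fall short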
Target sequence (Q5AAJ8 whole entry, looked up): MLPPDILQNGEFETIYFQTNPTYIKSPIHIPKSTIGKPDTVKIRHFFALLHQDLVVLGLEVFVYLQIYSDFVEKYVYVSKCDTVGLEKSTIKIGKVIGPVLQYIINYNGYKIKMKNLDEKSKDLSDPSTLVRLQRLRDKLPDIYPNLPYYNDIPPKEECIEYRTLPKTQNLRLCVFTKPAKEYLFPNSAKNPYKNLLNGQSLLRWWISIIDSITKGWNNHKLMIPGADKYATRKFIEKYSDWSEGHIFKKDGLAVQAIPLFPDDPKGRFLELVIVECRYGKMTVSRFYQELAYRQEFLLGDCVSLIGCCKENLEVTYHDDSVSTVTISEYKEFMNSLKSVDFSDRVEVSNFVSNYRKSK
cardiac RTF act: increases calcium sensitivity of human cardiac regulated thin filaments. P19429+P45379. IANBD-labeled TnC RTF fluorescence at EC20 calcium; 0% EC20 calcium, 100% full calcium. activation, % at 7.2 µM. actives 0.24% (n = 340,000). AID 493008;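 active means activation above the mean over all tested compounds plus 3 SD, cut at about 30% in these data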;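 further: rise in fluorescence read as greater calcium sensitivity of cardiac thin filaments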
Wnt bcat act: activates Wnt/beta-catenin signaling in a reporter cell assay; activation, % at 9.35 µM; actives 1.2% (n = 300,000); activator, plate reader; AID 743398; in the data active means activation above about 30%, passing the limit was not always enough; inconclusive means no clear call, values can overlap the other calls;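 further: 0% = neutral control wells and 100% = positive control wells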
Tat export inh: blocks Tat-dependent protein export in E. coli; E. coli MC4100 TorA-mCherry Tat export, fluorescence; inhibition, % at 10 µM; actives 0.036% (n = 340,000);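 active means mean replicate inhibition at least 50% and at least half of replicates individually reaching 50%; inconclusive means only one of the two criteria met; inactive means neither criterion met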;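 further: exported cargo escapes ClpAP degradation while cytoplasmic cargo is degraded and loses fluorescence; 0% = median of neutral control wells and 100% = median of NaSCN control wells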
V-ATPase pHluor: yeast V-ATPase proton transport regulation by pHLuorin | actives 0.37% (n = 350,000) | S. cerevisiae, pHLuorin cytosolic pH fluorescence | response, % at 10 µM; in the data active means response mostly above about 7.3%, no sharp cut-off; inactive means mostly below about 5.4%; further: actives read high; inactives centre near 0; some compounds called inactive have numbers as strong as hits
CAL PDZ FP-1: blocks peptide binding to the human CAL PDZ domain | actives 0.92% (n = 300,000) | AID 602252 | purified CAL PDZ, TMR-peptide fluorescence polarization, 1 h | inhibition, % at 24.9 µM;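 active means mean inhibition of at least 30% with at least half of replicates also reaching 30%; inconclusive means no clear call, values can overlap the other calls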;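 further: 0% = DMSO neutral control and 100% = excess unlabeled competitor peptide PRC23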
CAL PDZ FP-2: human CAL PDZ-peptide interaction inhibition. inhibition, % at 20 µM. actives 0.02% (n = 330,000). AID 504414. purified CAL PDZ, TMR-peptide fluorescence polarization, 1 h;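 active means highest replicate inhibition of at least 40%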;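 further: plate controls were DMSO neutral control wells for no effect and unlabeled competitor peptide control wells for full effect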
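Read-out basis: mP drop reported as inhibition | Assay system: Tagged CAL PDZ protein CerCALP, purified | Benchmarks: Unlabelled peptide for full inhibition, DMSO wells as neutral | Schedule: 1 h incubation at room temperature before polarization reading | Buffer or medium: Sodium phosphate/NaCl buffer pH 7.4 with TCEP, IgG, Thesit | Doses: Single point, 20 µM | Measured by: Fluorescence polarization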
CDK5 p35 inh: CDK5/p35 (human) kinase inhibition; Q00535+Q15078; Recombinant CDK5/p35, ADP-Glo luminescence, 60 min; inhibition, % at 10 µM; actives 0.01% (n = 330,000); AID 488839;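 active means highest replicate inhibition of at least 50% and at least 75% of replicates reaching 50%; inconclusive means only one of the two criteria met; inactive means both criteria failed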;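 further: plate controls were DMSO neutral control for no effect and GW8510 at 10 µM for full effect; many of its hits are not listed in these tables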
The depositor's hits bear a star; ? = inconclusive; . = not tested or not shown. No enrichment for hits. Share with any hit: about 4.1%.

entry	MITF act	dFosB act	Rtt109 HAT inh	cardiac RTF act	Wnt bcat act	Tat export inh	V-ATPase pHluor	CAL PDZ FP-1	CAL PDZ FP-2	CDK5 p35 inh	SMILES
1	1	-6	14	-10	-1	-6	-2	9	-1.4	1.8	O=C(NCCNC(=O)c1ccc(Cl)cc1Cl)c1ccco1
2	-8	-6	-3	6	-2	1	0	1	0.1	1.5	Cc1ccc(C23CC4CC(CC(C(=O)NC(C)C)(C4)C2)C3)cc1
3	-10	-4	-7	0	-2	-2	8	-2	-1.9	-9.2	CN(Cc1cccc(Cl)c1Cl)C(=O)c1ccccc1SCC(=O)N1CCCC1
4	-32	-3	5	-2	.	0	-3	-3	-1.5	-1.0	CCn1cc(/C=C(\NC(=O)c2ccccc2F)C(=O)N2CCCC2)c2ccccc21
5	0	2	.	-3	4	0	-2	0	0.3	3.3	CC1C(=O)C(C)C(c2ccccc2F)NC1c1ccccc1F (stereo unspecified)
6	4	-19	8	1	1	-2	-1	0	-3.1	-0.6	CCC(=O)Nc1cccc(-c2nnc(-c3cccc(NC(=O)CC)c3)o2)c1
7	-7	-2	.	-8	.	3	2	-3	-1.7	-1.2	Cc1cccc(CC(C)NC(=O)CCc2nnc(CCCCc3ccccc3)o2)n1 (stereo unspecified)
8	10	5	-12	2	-1	0	0	-1	-1.7	-0.3	Cn1c(CCC(=O)OCC(=O)NCc2ccccc2Cl)nc(=O)c2ccccc21
9	1	-13	-4	8	.	8	-1	0	-1.7	1.2	Fc1ccc(CNc2nc(-c3ccco3)cc(C(F)(F)F)n2)cc1
10	.	1	-20	6	-1	-2	4	.	-1.1	-2.5	Cc1c(Cl)cccc1NC(=O)Cn1c(-c2ccc(F)cc2)noc1=O
11	-1	-2	3	-2	.	10	-2	-2	-1.1	3.1	CC1=CC(=NOC(=O)/C=C/c2ccccc2)C=C(C)C1=O
12	-6	-11	-7	-5	-6	-4	2	-2	-0.8	1.2	Cc1ccc(NC(=O)C(C)OC(=O)CSc2ccccc2)cc1 (stereo unspecified)
13	.	1	8	4	.	7	-1	-3	0.2	0.1	COc1ccc2c(c1OC)C(=O)OC2Nc1ncc(Br)cc1Br (stereo unspecified)
14	-4	7	-14	-9	-2	-11	-2	-1	-1.1	0.6	COC(=O)[C@@H]1C[C@@]2(O)[C@H](O)[C@H](O)[C@H](O)C[C@H]2N1Cc1ccc(C(C)(C)C)cc1
15	39	-19	-9	0	13	-5	-3	-2	-0.8	1.3	Cc1ccn2cc(C(=O)Nc3cccc(C(=O)NC4CC4)c3)nc2c1
16	.	-3	?	3	-5	8	2	.	-6.6	0.0	CCn1c(SCCOc2ccc(Cl)cc2)nnc1-c1cccs1
17	-20	-2	-3	-1	0	1	-2	-2	-0.4	5.0	CCOC(=O)C1=C(C)N=c2s/c(=C/c3cccc([N+](=O)[O-])c3O)c(=O)n2C1c1ccccc1 (stereo unspecified)
18	4	-1	3	-4	-4	-5	1	-6	-2.1	-3.8	COc1ccc(S(=O)(=O)NCC(=O)NCc2cc(=O)n(C)c(=O)n2C)cc1C
19	57	4	-2	2	0	-10	3	.	-0.6	-1.7	c1ccc(-c2ccc(CN3CCSCC3)cc2)cc1
20	.	5	-4	3	2	-4	-1	-9	-3.5	-1.9	COc1ccc(-c2cc3ccc(OCc4nn[nH]n4)cc3oc2=O)cc1

The final 4 compounds of the part before are carried over, then new ones follow:
entry	MITF act	dFosB act	Rtt109 HAT inh	cardiac RTF act	Wnt bcat act	Tat export inh	V-ATPase pHluor	CAL PDZ FP-1	CAL PDZ FP-2	CDK5 p35 inh	SMILES
17	-20	-2	-3	-1	0	1	-2	-2	-0.4	5.0	CCOC(=O)C1=C(C)N=c2s/c(=C/c3cccc([N+](=O)[O-])c3O)c(=O)n2C1c1ccccc1 (stereo unspecified)
18	4	-1	3	-4	-4	-5	1	-6	-2.1	-3.8	COc1ccc(S(=O)(=O)NCC(=O)NCc2cc(=O)n(C)c(=O)n2C)cc1C
19	57	4	-2	2	0	-10	3	.	-0.6	-1.7	c1ccc(-c2ccc(CN3CCSCC3)cc2)cc1
20	.	5	-4	3	2	-4	-1	-9	-3.5	-1.9	COc1ccc(-c2cc3ccc(OCc4nn[nH]n4)cc3oc2=O)cc1
21	-3	6	0	-2	-4	7	-3	-1	-2.3	0.4	COc1ccc(-n2nc(C(=O)Nc3ccc4c(c3)OCO4)c3c4ccccc4n(C)c3c2=O)cc1
22	8	2	3	-4	0	-6	1	10	-2.7	-0.8	COc1ccc(-c2csc(NC(=S)NC(=O)c3ccc4ccccc4c3)n2)cc1OC
23	-8	-1	12	2	-1	6	0	-4	0.4	-0.5	CCCCCC1CC(CC(=O)NC(=S)Nc2ccccc2Cl)C(=O)O1 (stereo unspecified)
24	-6	6	-5	-3	1	-7	-4	.	0.2	-1.2	CCc1ccc(NC(=S)N2CCC(NC(=O)C3CCCCC3)CC2)cc1
25	-10	-6	-3	17	-1	2	-4	2	-0.7	-4.3	C#CC[N+](C)(C)CCCCCCCCCC
26	-2	-4	-14	5	-2	5	0	2	-1.9	-3.2	COc1ccc(CCC(=O)N2CCCC(Nc3ccc(OC)cc3)C2)cc1 (stereo unspecified)
27	12	-2	-16	-1	.	7	1	.	0.1	0.1	O=C(CSc1ncccn1)Nn1cnnc1
28	.	-6	0	4	5	-8	2	.	-0.8	-0.3	COc1ccc(C2(C#N)CCC(=O)N2c2ccccc2)cc1 (stereo unspecified)
29	6	3	5	-2	2	-2	0	-2	-0.4	-0.5	N#Cc1cnn(CC2CCCCC2)c1N
30	1	3	0	-1	-1	0	-1	-4	-1.8	0.0	CC1CC2OC(=O)C3(C)CCCC(C)(C23)C1(O)CCc1ccoc1 (stereo unspecified)
31	-4	2	14	3	-3	-3	2	10	0.6	-1.6	Cc1ccccc1C(=O)Nc1nnc(-c2cccnc2)o1
32	-1	-11	11	-3	-1	0	-2	-5	-4.3	0.3	CCn1c(SCc2nc3ccccc3c(=O)[nH]2)nc2ccccc21
33	79	-7	-7	3	19	-2	2	-8	-1.6	-1.0	O=[N+]([O-])c1ccc2oc(C3CCCCC3)nc2c1
34	-2	-1	13	0	0	-11	-2	2	-2.3	3.0	O=C(CN1CCCC1)NCC(=O)Nc1ccc(F)cc1
35	.	-12	2	-3	.	-8	3	-1	-0.5	-0.5	N#Cc1c(NC(=O)CSc2ncc(-c3ccccc3)n2CC2CCCO2)sc2c1CCCC2 (stereo unspecified)
36	67	-4	-3	-3	0	-13	-1	-1	-1.7	0.4	CCCc1ccc(OCc2ccc(C(=O)N/N=C/c3cccnc3)o2)cc1
37	-9	-17	12	0	6	2	1	-3	.	0.3	CCOc1ccc2ccc(OCC)c(/C=N/n3cnnc3)c2c1
38	108*	0	9	-9	26	-1	0	-2	-1.0	-2.0	C/C(=N\Nc1ccc([N+](=O)[O-])cc1)c1cccc(N)c1
39	-12	2	5	2	2	4	-3	-3	-1.9	0.7	CC(C)CC1NC(=O)N(CC(=O)N2c3ccccc3NC(=O)C2(C)C)C1=O (stereo unspecified)
40	0	-8	-14	4	-2	5	-2	-6	-1.8	0.7	COCCn1c(SCC(=O)NC2CCCCC2C)nc2ccccc2c1=O (stereo unspecified)

(further entries)
entry	MITF act	dFosB act	Rtt109 HAT inh	cardiac RTF act	Wnt bcat act	Tat export inh	V-ATPase pHluor	CAL PDZ FP-1	CAL PDZ FP-2	CDK5 p35 inh	SMILES
41	4	-3	-2	0	.	9	-2	-2	-1.6	-0.7	CCC12CC3CC(C1)CC(C(=O)Nc1nn[nH]n1)(C3)C2
42	-71	-5	-13	1	-12	2	0	8	-3.1	0.6	O=C(N/N=C/c1ccccc1)c1[nH]c2ccc(Br)cc2c1-c1ccccc1
43	.	4	-3	1	3	7	0	.	-0.7	0.7	CC(=O)n1cc(N(C(=O)CCl)c2ccc([N+](=O)[O-])cc2)c2ccccc21
44	40	-1	1	11	-1	1	1	1	-11	-2.0	CC(=O)c1ccc(N2CCC(C)CC2)c(F)c1
45	28	-8	6	-1	-3	-12	-3	-6	-0.1	-0.4	CCOC(=O)OCC(=O)C1(O)CCC2C3CCC4=CC(=O)CCC4(C)C3C(O)CC21C (stereo unspecified)
46	42	5	-11	-4	1	-2	6	.	-0.6	0.6	Cc1ccc(/C(N)=N/OC(=O)CCC2CCCCC2)cc1

Arranged by SMILES length (low to high): four of the compounds above.
entry	MITF act	dFosB act	Rtt109 HAT inh	cardiac RTF act	Wnt bcat act	Tat export inh	V-ATPase pHluor	CAL PDZ FP-1	CAL PDZ FP-2	CDK5 p35 inh	SMILES
5	0	2	.	-3	4	0	-2	0	0.3	3.3	CC1C(=O)C(C)C(c2ccccc2F)NC1c1ccccc1F (stereo unspecified)
26	-2	-4	-14	5	-2	5	0	2	-1.9	-3.2	COc1ccc(CCC(=O)N2CCCC(Nc3ccc(OC)cc3)C2)cc1 (stereo unspecified)
7	-7	-2	.	-8	.	3	2	-3	-1.7	-1.2	Cc1cccc(CC(C)NC(=O)CCc2nnc(CCCCc3ccccc3)o2)n1 (stereo unspecified)
6	4	-19	8	1	1	-2	-1	0	-3.1	-0.6	CCC(=O)Nc1cccc(-c2nnc(-c3cccc(NC(=O)CC)c3)o2)c1

Compound profiles (already shown):
CC(C)CC1NC(=O)N(CC(=O)N2c3ccccc3NC(=O)C2(C)C)C1=O (stereo unspecified) across the screens: MITF act = -12; dFosB act = 2; Rtt109 HAT inh = 5; cardiac RTF act = 2; Wnt bcat act = 2; Tat export inh = 4; V-ATPase pHluor = -3; CAL PDZ FP-1 = -3; CAL PDZ FP-2 = -1.9; CDK5 p35 inh = 0.7
CN(Cc1cccc(Cl)c1Cl)C(=O)c1ccccc1SCC(=O)N1CCCC1 across the screens: MITF act = -10; dFosB act = -4; Rtt109 HAT inh = -7; cardiac RTF act = 0; Wnt bcat act = -2; Tat export inh = -2; V-ATPase pHluor = 8; CAL PDZ FP-1 = -2; CAL PDZ FP-2 = -1.9; CDK5 p35 inh = -9.2
